Assay outcomes deposited in PubChem BioAssay by several laboratories.
TRPC6 inhibitor – mouse TRPC6 channel inhibition | Q61143 | HEK293-TRPC6, membrane potential dye, ACh-evoked depolarization; stronger effect = lower value | 1.1% of 310,000 active | B-score at 10 µM;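 active = B-score under library mean minus 3 SD, initial fluorescence not abnormally high, positive integrated signal ratio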;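 also: B-score derived from integrated fluorescence ratio over the kinetic read; more negative B-score means stronger inhibition of depolarization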
TRPC4 block – TRPC4 (mouse) channel inhibition; AID 2247; Q9QUQ5; B-score at 10 µM; 0.39% of 300,000 active; HEK293 TRPC4beta/mu-opioid, DAMGO-evoked Fluo4 calcium flux; stronger effect = lower value;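 active = B-score over 3 SD under the library average, no early fluorescence shift, positive overall ratio signal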
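Signal: kinetic Fluo4 fluorescence imaging of calcium influx. Material: stable TRPC4beta/mu-opioid receptor HEK293 cells. Probe or stimulus: DAMGO in two steps, submaximal then maximal.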
aSyn 5UTR inh – MLPCN primary screen, SNCA 5' untranslated region; inhibition, % (tested at 7.5 µM); alpha-synuclein 5'UTR reporter, inhibitor activity; 0.82% of 300,000 active; in the data active = inhibition above about 60%;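 also: H4 neuroglioblastoma cells stably carrying SNCA 5'UTR luciferase fusion; 0% = DMSO wells and 100% = positive control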
KLF5 inh – kruppel-like factor 5 inhibition | DLD-1 KLF5 promoter-luciferase reporter, luminescence | inhibition, % at 5 µM | 0.23% of 290,000 active;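 active = inhibition above a per-plate limit of that plate's mean compound inhibition plus 3 SD, cut at about 60% in these data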;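 also: 0% = DMSO wells and 100% = LY294002 at 200 µM; higher means less KLF5 promoter-driven luciferase light; inactives centre near -14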
TRPC4 act – TRPC4 (mouse) channel activation. HEK293 TRPC4beta/mu-opioid, Fluo4 calcium fluorescence; stronger effect = higher value. B-score at 10 µM. 0.49% of 310,000 active. Q9QUQ5;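 active = B-score above 5 SD of library B-scores, and initial fluorescence ratio not above library mean plus 5 SD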;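 also: positive B-score marks a calcium rise read as TRPC4 activation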
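System – HEK293 cells stably co-expressing mouse TRPC4beta and mu-opioid receptor · Signal – Fluo4 calcium-sensitive dye fluorescence, kinetic, 1 Hz baseline · Benchmarks – buffer (low) and maximal DAMGO (high) · Read-out – B score of integrated fluorescence ratio per well · Incubation – dye loading 45 min room temperature, 110 s kinetic read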
IEC-6 cytotox – kills IEC-6 intestinal cells in KLF5 counter-screen | IEC-6 cytotoxicity, luminescence viability | 0.78% of 290,000 active | inhibition, % at 5 µM; in the data active = inhibition above about 22%;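 also: 0% = plate median of test compound wells and 100% = cytotoxic reference compound wells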
HIF activator – HIF pathway transcriptional activation. U2OS HRE-luciferase reporter, luminescence; normalized: DMSO 0%, desferrioxamine 100%. activation, % at 7.5 µM (by protocol). 0.32% of 300,000 active. AID 1910;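 active = mean activation of at least 10% of the iron chelator positive control signal, with at least half of replicates also reaching 10%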
TRPC4 PAM – TRPC4 (mouse) allosteric potentiation | HEK293 TRPC4beta/mu-opioid, DAMGO EC20, Fluo-4 Ca2+ flux; stronger effect = higher value | B-score at 10 µM | 0.42% of 310,000 active;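 active = B-score of calcium response area above 5 SD of library B-scores, with initial fluorescence ratio within 5 SD of library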;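 also: B-score of integrated fluorescence ratio over time as area under calcium response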
SKKanGAS inh – SKKanGAS growth inhibition | S. pyogenes SKKanGAS, kanamycin growth, BacTiter-Glo, 6 h | inhibition, % at 7.5 µM | 1.3% of 300,000 active | AID 1662;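 active = mean replicate score, as percent of positive control median, at least 50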;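 also: strain carries kanamycin resistance gene driven by streptokinase promoter and grows in 40 µg/ml kanamycin; loss of luminescence reflects streptokinase promoter inhibition or plain growth inhibition; 0% = median of DMSO wells and 100% = positive control at its reference dose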
TRPC6 activator – activates the mouse TRPC6 cation channel | 0.13% of 310,000 active | B-score at 10 µM | AID 2550 | HEK293-TRPC6 membrane potential dye fluorescence; stronger effect = higher value;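 active = B-score of the integrated fluorescence ratio above library mean plus 3 SD, and starting fluorescence ratio within library mean plus 5 SD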;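 also: higher score means more depolarization so channel activation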
MrgX1 antag – antagonists of human MrgX1 receptor. B-score at 10 µM. MRGX1-HEK293 calcium flux, Fluo-4, BAM8-22 antagonism; stronger effect = lower value. Q96LB2. 1.3% of 310,000 active. AID 588676;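 active = calcium-response B-score plate-corrected more than 3 library SD below zero, starting fluorescence within 5 deviations, no agonist response on first addition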;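 also: peak minus trough fluorescence over baseline after final BAM8-22 challenge near maximal dose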
Target sequence (Q96LB2 whole entry, looked up): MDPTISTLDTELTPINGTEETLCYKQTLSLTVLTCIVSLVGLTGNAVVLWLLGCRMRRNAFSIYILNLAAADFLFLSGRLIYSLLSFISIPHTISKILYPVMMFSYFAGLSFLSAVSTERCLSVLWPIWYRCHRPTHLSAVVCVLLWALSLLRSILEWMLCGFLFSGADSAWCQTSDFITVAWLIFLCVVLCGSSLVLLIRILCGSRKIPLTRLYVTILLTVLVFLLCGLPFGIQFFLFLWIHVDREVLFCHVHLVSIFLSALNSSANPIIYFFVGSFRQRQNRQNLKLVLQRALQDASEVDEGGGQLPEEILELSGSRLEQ
Active calls of the source: *; i = inactive; . = not tested or not shown.

SMILES | TRPC6 inhibitor | TRPC4 block | aSyn 5UTR inh | KLF5 inh | TRPC4 act | IEC-6 cytotox | HIF activator | TRPC4 PAM | SKKanGAS inh | TRPC6 activator | MrgX1 antag
O=C(/C=C/c1ccc(Cl)c([N+](=O)[O-])c1)Nc1cccc(NC(=O)c2ccco2)c1 | i | i | -43 | -21 | i | 4 | -0.4 | i | 5 | i | i
Cc1c(Br)c([N+](=O)[O-])nn1CCCC(=O)Nc1sc2c(c1C(N)=O)CCC(C)C2 (stereo not drawn) | i | i | 0 | -20 | i | -3 | -0.7 | i | 2 | i | i
Cn1nc(C(F)(F)F)c(-c2ccc(F)cc2)c1NC(=O)c1ccco1 | i | i | -19 | -21 | i | 11 | -0.3 | i | 2 | i | i
CCOC(=O)c1ccc(N2CSC3=C(C#N)C(c4ccc(OC)cc4OC)CC(=O)N3C2)cc1 (stereo not drawn) | i | i | -7 | -33 | i | 3 | 0.7 | i | 2 | i | i
Cc1c(NC(=O)c2cc(C3CC3)on2)c(=O)n(-c2ccccc2)n1C | i | i | -62 | -14 | i | 4 | -0.3 | i | -4 | i | i
COc1ccc(N2CCC(CNC(=S)Nc3cc(C)cc(C)c3)C2)cc1 (stereo not drawn) | i | i | 2 | 4 | i | 1 | 0.1 | i | 7 | i | i
O=C(O)c1nnn(-c2ccc(F)cc2F)c1-c1ccccc1 | i | i | -7 | 24 | i | -3 | 0.7 | i | 7 | i | i
CC(=O)OC(C(=O)NC1CCCCC1)c1ccccc1 (stereo not drawn) | i | i | 9 | -17 | i | 0 | 0.4 | i | 1 | i | i
Cc1ccnc(SC2CC(=O)N(c3ccc(Cl)cc3)C2=O)n1 (stereo not drawn) | i | i | 4 | -38 | i | 5 | 1.2 | i | -2 | i | i
O=C(OCC(=O)c1c[nH]c2ccccc12)c1cccc(S(=O)(=O)N2CCCCCC2)c1 | i | i | 9 | -20 | i | 1 | 1.2 | i | 15 | i | i
O=[N+]([O-])c1cccc(CSc2cccc[n+]2[O-])c1 | i | i | -7 | -25 | i | 1 | 0.2 | i | -5 | i | i
Cc1ccc(C(C)C)c(OCCCCCN2CCOCC2)c1 | i | i | -4 | -16 | i | -5 | -0.2 | i | 10 | i | i
OC1CCN(c2cc(-c3ccccc3)nc3cc(-c4ccc(F)cc4)nn23)CC1 | i | i | 4 | -24 | i | 0 | -0.1 | i | 35 | i | i
COc1ccc(NC(=O)C(NC(=O)c2ccccc2)C(C)C)cc1 (stereo not drawn) | i | i | -22 | -18 | i | -5 | -0.1 | i | -2 | i | i
O=C(c1ccc2c(=O)n(C3CCCC3)c(=S)[nH]c2c1)N1CCN(C2CCCCC2)CC1 | i | i | 7 | -20 | i | -10 | -0.2 | i | -12 | i | i
NC1=NC[C@@H](Cc2ccc(O)cc2)N1CCc1cccc(F)c1 | i | i | -24 | . | i | . | -0.4 | i | 5 | i | i
Cc1cc(C)n2nc(SCCOc3ccc(F)cc3)nc2n1 | i | i | 10 | -33 | i | -3 | 0.4 | i | 4 | i | i
Cn1nnc2cc(C(=O)N3CCN(c4ccccn4)CC3)ccc21 | i | i | -34 | -26 | i | -5 | 0.8 | i | 4 | i | i
CC(C)(Oc1ccc(Cl)cc1)C(=O)NC1=NN(c2ccccc2)C(=O)C1 | i | i | 13 | -28 | i | -2 | 0.2 | i | 95* | i | i
O=C(O)COc1ccc(NC(=O)c2ccc(NC(=O)c3ccco3)cc2)cc1 | i | i | -9 | 1 | i | 1 | -0.2 | i | 1 | i | i
CCOc1ccc(N2CC(C(=O)N3CCN(c4ccccn4)CC3)CC2=O)cc1 (stereo not drawn) | i | i | 7 | . | i | . | -0.2 | i | -9 | i | -6.7*
COC(=O)C(CO)Nc1ncnc2onc(-c3ccc(F)cc3)c12 (stereo not drawn) | i | i | 9 | -18 | i | -9 | -15 | i | -4 | i | i
O=C(N/C(=C/c1cccs1)C(=O)N1CCCCCC1)c1ccccc1 | i | i | -13 | -15 | i | -2 | -0.4 | i | 1 | i | i
Cc1cc(Br)cc(Cl)c1OCC(=O)NC(=O)NCc1ccccc1 | i | i | 10 | 0 | i | 4 | 0.0 | i | 5 | i | i
Clc1ccc(Cn2ncc3c(NCc4ccco4)ncnc32)c(Cl)c1 | i | i | 29 | 12 | i | 28* | 1.7 | i | 13 | i | i
COc1ccc(-c2[nH]c(-c3cc(OC)c4c(c3)OCO4)nc2-c2ccccc2)cc1 | i | i | 23 | 1 | i | 6 | 1.1 | i | 17 | i | i
CCN(C(=O)c1ccco1)c1nnc(-c2ccc(OC)cc2)s1 | i | i | -135 | -12 | i | 0 | -9.1 | i | 3 | i | i
CCC(c1nnnn1CC1CCCO1)N(CCCO)Cc1cc2cccc(C)c2[nH]c1=O (stereo not drawn) | i | i | -5 | -7 | i | 11 | -0.2 | i | 5 | i | i
CCOC(=O)N1CCN(S(=O)(=O)c2cccc3cccnc23)CC1 | i | i | 24 | -3 | i | 2 | -0.2 | i | -20 | i | i
CC1CCCN(C(=O)CCc2nnc(-c3ccc4c(c3)OCO4)o2)C1 (stereo not drawn) | i | i | -43 | -85 | i | -3 | 2.1 | i | 2 | i | i
CCOC(=O)C(Cc1ccc(NC(=O)/C(=C/c2ccccc2)NC(=O)c2ccccc2)cc1)N1C(=O)c2ccccc2C1=O (stereo not drawn) | i | i | 19 | 12 | i | -6 | -0.8 | i | -6 | i | i
O=C(NC1CCCC1)C(c1ccccn1)N(Cc1ccccc1F)C(=O)c1csnn1 (stereo not drawn) | i | i | -6 | -29 | i | 3 | -0.2 | i | -1 | i | i
CCCN(CCC)CCCNC(=S)Nc1ccc2nc3n(c(=O)c2c1)CCCCC3 | i | i | 16 | -15 | i | -4 | 0.7 | 14* | 4 | i | i
CC1CC(=O)NN1C(=O)c1ccccc1 (stereo not drawn) | i | i | 9 | -18 | i | -5 | -0.2 | i | -2 | i | i
Cc1cc(S(=O)(=O)N2CCN=C2c2ccccc2)c(C)cc1Cl | i | i | 22 | -1 | i | -2 | -0.2 | i | -8 | i | i
Cc1ccccc1CN1CCN(CC2CC2)CC1CCO (stereo not drawn) | i | i | -18 | -15 | i | -6 | -1.3 | i | -2 | i | i
COc1cc(O)oc1C=Nc1ccc(C(F)(F)F)cc1 | i | i | -89 | -15 | i | 9 | 0.5 | i | -1 | i | i
CCOC(=O)c1c(NC(=O)c2c(Br)cnn2C)c(C#N)nn1-c1ccccc1 | i | i | -6 | -2 | i | 1 | -0.6 | i | 4 | i | i
CCOC(=O)c1cnc2c(OC)cccc2c1N1CCN(c2ccccc2OC)CC1 | i | i | 62* | -16 | i | 0 | -6.4 | i | 14 | i | i
CCOc1ccc(C(=O)COC(=O)c2cc(=O)[nH]c3ccccc23)cc1 | i | i | -13 | . | i | . | 1.8 | i | -3 | i | i
COc1cc2nc(C3CCC3)n(N)c(=O)c2cc1OC | i | i | 11 | -2 | i | -4 | -0.5 | i | -2 | i | i
CC(C)c1ccc(NC(=O)CC2Oc3ccccc3NC2=O)cc1 (stereo not drawn) | i | i | 2 | -4 | i | -3 | 0.6 | i | 1 | i | i
O=C(C1CCCN(c2nnc(-n3cccc3)s2)C1)N1CCN(c2ccccc2)CC1 (stereo not drawn) | i | i | 16 | -40 | i | -8 | -0.1 | i | 4 | i | i
COc1ccc(Nc2ncnc3ccc(Br)cc23)cc1OC | i | i | -12 | -26 | i | -2 | 1.6 | i | -4 | i | i
CCOC(=O)CNC(=O)CSc1nc2c(C)cccc2cc1CC | i | i | 5 | -9 | i | -6 | 0.5 | i | -10 | i | i
CC(C)c1ccc2nc(NC(=O)C3CC3)sc2c1 | i | i | 13 | -229 | i | -4 | 0.4 | i | 0 | i | i
O=[N+]([O-])c1cc([N+](=O)[O-])c(Oc2c(F)cccc2F)cc1NN1CCCCC1 | i | i | 6 | -5 | i | -2 | 0.1 | i | 4 | i | i
CCOP(=O)(OCC)c1cccc(P(=O)(c2ccccc2)c2ccccc2)c1O | i | i | -1 | -21 | i | -2 | -0.6 | i | 0 | i | i
CCOC(=O)C1(C)NC(c2ccc(OC)cc2OC)C2C(=O)N(CC)C(=O)C21 (stereo not drawn) | i | i | -12 | -8 | i | 2 | 528* | i | 0 | i | i
CCc1ccc(C(=O)CC2(O)C(=O)N(CN3CCOCC3)c3ccccc32)cc1 (stereo not drawn) | i | i | 6 | 13 | i | 2 | -0.2 | i | 0 | i | i
CC(C)n1nnnc1SCC(=O)Nc1ccc2c(c1)OCO2 | i | i | -39 | -4 | i | 0 | 1.2 | i | 2 | i | i
Cc1cc(S(=O)(=O)NCCc2ccncc2)cc(C)c1F | i | i | 19 | . | i | . | 0.2 | i | -11 | i | i
O=C(NCc1ccccn1)Nc1ccccc1Cl | i | i | -39 | -44 | i | 1 | 0.9 | i | 18 | i | i
C/C(=N\NC(=O)c1ccc(C)cc1)c1c(C)[nH]n(-c2ccccc2)c1=O | i | i | 67* | -28 | i | 44* | 1.1 | i | 56* | i | i
O=C(NC1CC1)c1ccc(CSCc2cccc(F)c2)o1 | i | i | -8 | -26 | i | -1 | 1.0 | i | -3 | i | i
COc1ccc(S(=O)(=O)Nc2ccccc2C(=O)Nc2nc(-c3ccc(F)cc3)cs2)cc1OC | i | i | 13 | -22 | i | -2 | 0.8 | i | 36 | i | -8.7*
CN(Cc1nc(-c2cnccn2)no1)CC(O)c1ccccc1 (stereo not drawn) | i | i | 4 | -16 | i | -2 | -0.4 | i | 3 | i | i
COc1ccc(S(=O)(=O)Cc2ccc(C(=O)N3CCCC3)o2)cc1 | i | i | -13 | 5 | i | -6 | . | i | -1 | i | i
Cc1cccc(CNC(=O)C2CCC(=O)N(C3CC3)C2)c1 (stereo not drawn) | i | i | -3 | -3 | i | -7 | 0.4 | i | 0 | i | i

One compound at a time, from the list above:
`C/C(=N\NC(=O)c1ccc(C)cc1)c1c(C)[nH]n(-c2ccccc2)c1=O` as listed: TRPC6 inhibitor = i; TRPC4 block = i; aSyn 5UTR inh = 67*; KLF5 inh = -28; TRPC4 act = i; IEC-6 cytotox = 44*; HIF activator = 1.1; TRPC4 PAM = i; SKKanGAS inh = 56*; TRPC6 activator = i; MrgX1 antag = i
`CN(Cc1nc(-c2cnccn2)no1)CC(O)c1ccccc1` (stereo not drawn) as listed: TRPC6 inhibitor = i; TRPC4 block = i; aSyn 5UTR inh = 4; KLF5 inh = -16; TRPC4 act = i; IEC-6 cytotox = -2; HIF activator = -0.4; TRPC4 PAM = i; SKKanGAS inh = 3; TRPC6 activator = i; MrgX1 antag = i
